Screening data from PubChem BioAssay.
GPR151 ag: human GPR151 activation. Q8TDV0. PathHunter beta-arrestin GPR151 cells, luminescence. activation, % at 11.2 µM. 1% of 650,000 active. AID 1508602; in the data active = activation above about 4.9%;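 note: 0% = median of compound wells and 100% = cells with positive control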
Target sequence (Q8TDV0 whole entry, looked up): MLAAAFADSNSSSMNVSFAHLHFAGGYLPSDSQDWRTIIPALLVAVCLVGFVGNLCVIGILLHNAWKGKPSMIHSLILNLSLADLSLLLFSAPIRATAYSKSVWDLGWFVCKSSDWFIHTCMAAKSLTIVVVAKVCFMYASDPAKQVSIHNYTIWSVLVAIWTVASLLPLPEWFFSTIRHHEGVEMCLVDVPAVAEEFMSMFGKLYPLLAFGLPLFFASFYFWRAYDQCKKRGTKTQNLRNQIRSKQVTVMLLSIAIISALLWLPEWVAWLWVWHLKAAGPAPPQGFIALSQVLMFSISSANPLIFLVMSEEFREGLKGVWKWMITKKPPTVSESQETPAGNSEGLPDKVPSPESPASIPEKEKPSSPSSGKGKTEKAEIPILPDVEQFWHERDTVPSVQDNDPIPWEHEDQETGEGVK
TEAD-YAP inh: TEAD-YAP interaction inhibition. inhibition, % at 9.12 µM. HEK-TIYL cells, TEAD-Gal4/YAP UAS-luciferase luminescence. AID 1259422. 1.4% of 640,000 active; in the data active = inhibition above about 32%;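 note: 0% = median of test compound wells and 100% = reference inhibitor wells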
MITF primary: human MITF inhibition, primary screen | inhibition, % at 2.6 µM | 0.91% of 650,000 active | O75030 | AlphaScreen MITF homodimerization, bead proximity signal | AID 1259374; in the data active = inhibition above about 50%;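 note: 0% = vehicle wells with protein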
FBW7 activator: activators of human E3 ligase FBW7; AlphaScreen FBW7–phospho-cyclin E peptide binding, activator screen; normalized activity (activation), % at 26.1 µM; 0.13% of 650,000 active; in the data active = normalized activity above about 1.9%;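 note: purified mutant Fbw7 with reduced substrate affinity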
Target sequence (Q969H0 whole entry, looked up): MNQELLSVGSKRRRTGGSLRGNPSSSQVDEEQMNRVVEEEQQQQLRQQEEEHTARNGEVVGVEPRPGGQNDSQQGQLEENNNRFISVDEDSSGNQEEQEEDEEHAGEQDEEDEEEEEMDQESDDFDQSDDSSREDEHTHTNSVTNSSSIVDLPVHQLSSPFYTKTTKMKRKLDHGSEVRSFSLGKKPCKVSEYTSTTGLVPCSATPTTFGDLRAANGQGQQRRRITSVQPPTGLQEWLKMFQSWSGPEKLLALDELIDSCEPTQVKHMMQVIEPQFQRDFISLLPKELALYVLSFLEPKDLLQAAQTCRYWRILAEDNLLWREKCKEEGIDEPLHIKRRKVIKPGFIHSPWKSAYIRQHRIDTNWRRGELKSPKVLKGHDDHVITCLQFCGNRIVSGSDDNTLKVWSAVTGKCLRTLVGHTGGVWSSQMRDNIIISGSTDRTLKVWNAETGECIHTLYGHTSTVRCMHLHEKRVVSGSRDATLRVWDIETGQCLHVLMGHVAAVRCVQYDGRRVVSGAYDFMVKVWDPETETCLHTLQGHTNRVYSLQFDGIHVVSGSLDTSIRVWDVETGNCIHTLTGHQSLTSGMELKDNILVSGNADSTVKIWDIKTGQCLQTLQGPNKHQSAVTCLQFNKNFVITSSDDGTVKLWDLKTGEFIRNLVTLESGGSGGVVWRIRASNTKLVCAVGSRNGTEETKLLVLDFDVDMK
* hit, by the source's call; & = joins results of further samples.

SMILES	GPR151 ag	TEAD-YAP inh	MITF primary	FBW7 activator
Cc1ccc(NC(=O)C(=O)NCCN2CCN(Cc3ccccc3F)CC2)cc1Cl	-0.8	-3	5	-0.1
COc1ccc(C(=O)COc2coc(CN3CCc4ccccc4C3)cc2=O)cc1	-0.2	-5	8	-0.1
N#Cc1c(N)nc(SCC(=O)c2ccc3c(c2)OCO3)c(C#N)c1-c1cccs1	-0.8	-1	-2	0.2
CC1(C)CC(=O)C=C(C(=O)N2CCC3(CC2)CC3C(=O)NCc2ccccc2)O1 (stereo unspecified)	-0.4	0	21	0.0
Cc1ccc2n1CCN(C1CCC(=O)N(C)CC1)C2C (stereo unspecified)	0.4	0	3	-0.1
CCCCN(CC)C(=O)CN(C)S(=O)(=O)c1cccc2nsnc12	-0.4	-10	20	0.3
Cc1cc(O)c(C(=O)/C=C/c2ccccc2O)c(=O)o1	1.3	5	-2	0.1
O=C(Nc1cc(Oc2ccc(Br)cc2)cc([N+](=O)[O-])c1)c1cc2nc3c(c(C(F)(F)F)n2n1)CCc1ccccc1-3	2.0	-1	-1	0.0
O=C(OCC1COc2ccccc2O1)c1ccc(I)cc1 (stereo unspecified)	-0.7	-23	2	0.0
Cc1ccc(Nc2ccc(NC(=O)/C=C/c3ccco3)cc2)nn1	2.2	-13	14	0.2
O=C1NC(=O)C2(COC(c3cccc([N+](=O)[O-])c3)OC2)S1 (stereo unspecified)	-1.0	0	8	0.0
Cc1cc(C)cc(OCC(=O)Nc2ccc(C(=O)O)cc2)c1	-1.5	-11	-1	0.0
COc1ccccc1COCC(O)CNCCCN1CCOCC1 (stereo unspecified)	0.7	9	62*	0.0
Cc1ccsc1C(O)c1nnc(-c2ccccc2)o1 (stereo unspecified)	0.3	-8	8	0.0
Cc1cnc(Nc2ccc(C(F)(F)F)cc2)nc1Nc1ccc(N2CCOCC2)cc1	1.8	49*	15	-0.1
COc1cccc(-c2nnc(-c3ccc(OC)c(OC)c3)o2)c1	-2.8	-34	6	-0.2
O=C(CN1C2=NCCN2c2ccccc21)c1ccc(Cl)cc1Cl	1.5	0	6	0.0
O=c1[nH]c(/C=C/c2cc(Br)ccc2O)c([N+](=O)[O-])c(=O)[nH]1	1.4	8	2	0.1
COc1cc(Nc2nc(Nc3nccc4ccccc34)ncc2C)cc(OC)c1OC	-1.5	1	10	-0.2
c1cn(-c2ccc(Nc3cc(NC4CC4)ncn3)cc2)cn1	-1.6	-23	6	-0.1
O=C(Nc1ccc2c(c1)CN(C1CSCCSC1)CC2)c1ccncc1	5.3*	-27	-11	0.1
CC(C)Oc1ccc(CN2CCN(Cc3ccc(F)cc3)C(CCO)C2)cc1 (stereo unspecified)	-0.3	1	-9	0.1
C=CCc1ccc(OCCOc2ccc(C=C3C(=O)NC(=O)NC3=O)cc2)c(OC)c1	-0.8	-11	10	-0.8
O=C1CNC(=S)N1C1CCCCCC1	-0.6	-2	4	0.0
N[C@@H](Cc1cnc[nH]1)C(=O)O	-1.6	2	15	0.4
O=S(=O)(NCc1ccccc1)c1ccc(S(=O)(=O)NCC2CCCO2)cc1 (stereo unspecified)	2.3	1	-11	-0.1
CS(=O)c1cnc(-c2ccc(O)cc2)nc1-c1ccc(C(F)(F)F)cc1 (stereo unspecified)	-0.9	-10	13	-0.2
CCOC(=O)c1ccc(NC(=O)CSc2nc3c(c(=O)n2Cc2ccccc2)SC(C)C3)cc1 (stereo unspecified)	-0.8	2	-3	-0.1
Cc1cc(C)nc(OCc2cc3cccc4c3n(c2=O)CCC4)n1	-1.1	-5	-6	-0.1
Cc1ccc2c(C)c(C(=O)N3CCC(N4CCC(C(=O)NC5CC5)CC4)CC3)oc2c1	0.6	-2	-10	-0.1
O=C(Nc1cccc(-c2ccc3nnc(-c4ccncc4)n3n2)c1)C1CCCCC1	3.7	1	-1	0.0
CCC(=O)N[C@H](CC)Cn1nnc2ccccc2c1=O	-1.1	1	16	-0.1
N#CC1(NC(=O)CSc2nc3ccccc3o2)CCCCC1	0.6	-13	-11	-0.1
CCCCCCc1ccc(C(=O)Nc2ccccc2C(=O)OCC(=O)c2ccccc2)cc1	-0.1	3	13	0.1
CC(C)(C)NC(=O)C(c1ccccc1)N(Cc1ccco1)C(=O)c1csnn1 (stereo unspecified)	0.7	1	30	0.0
Nc1ccccc1NS(=O)(=O)c1cccs1	-0.2	-19	-7	0.1
COc1cc(/C=c2\sc3nc4ccccc4n3c2=O)c(Br)cc1OCC(=O)O	0.5	10	-2	-0.2
Cc1c(NC(=O)Nc2cccc(C(F)(F)F)c2)c(=O)n(-c2ccccc2)n1C	0.1	-5	-5	0.0
O=C(CN1C(=O)c2ccccc2C1=O)NN1C(=O)c2ccccc2C1=O	0.2	-1	13	0.4
O=C1NC(=S)SC1=C1CCCCC1	-0.4	-5	5	-0.2
Cc1cccc(-n2c(SCc3ccccc3Cl)nc3[nH]ncc3c2=O)c1	1.2	-11	2	-0.1
Cc1ccc2c(c1)CC(=O)NC21CCN(C(=O)CC(C)(C)CC(=O)O)CC1	-0.6	-8	-6	-0.6
O=C(N=Nc1c(O)[nH]c2ccc(Br)cc12)C(=O)Nc1ccc(C(=O)O)cc1	0.3	-8	-1	-0.1
COc1cc(C2CC(O)=C3C(=O)CC(C)(C)C=C3C2(C#N)C#N)c([N+](=O)[O-])cc1OC (stereo unspecified)	0.1	-15	2	0.0
COc1ccc(C2C(C(N)=O)=C(C)Nc3nc(-c4cccc(C)c4)nn32)cc1 (stereo unspecified)	0.4	0	-14	0.1
O=C(NCC1CCCO1)C(=O)NCC(c1ccco1)S(=O)(=O)c1ccccc1 (stereo unspecified)	1.3	-4	7	0.0
C=CCNC(=O)c1c(CC)nc2sccn2c1=O	-0.7	-1	0	0.0
Cc1ccc(CCC(=O)N2CCc3nnc(CNC(=O)C4CC4)n3CC2)cc1	1.1	2	7	0.0
CCOC(=O)c1c(NC(=O)OC)sc2c1CCCC2	0.2	-4	0	0.4
CCOc1ccccc1C1CC(=O)C2=C(C1)Nc1ccccc1NC2c1ccc(OC)cc1 (stereo unspecified)	-1.2	-6	0	-0.1
COc1ccc(OC)c2sc(N3CCc4ccccc4C3)nc12	0.8	-10	-5	-0.9
Brc1ccc(-c2nnc(SCCC3OCCCO3)o2)cc1	1.5	-44	-10	0.0
Cc1cccc(C)c1NC(=O)CCCN1C(=O)c2ccccc2C1=O	-0.4	2	8	0.3
CCSc1nnc2c(n1)OC(c1cc(O)c(O)c(Br)c1)Nc1ccccc1-2 (stereo unspecified)	3.8	-10	9	-0.3
Cc1cccc(Oc2ccc(N3C(=O)c4ccc(Br)cc4C3=O)cc2)c1C	0.4	7	17	-0.1
CC1CC(=O)N(CC(=O)Nc2cccc(Cl)c2)c2ccccc2S1 (stereo unspecified)	-0.9	6	15	0.1
CC(C)Cn1c(-c2ccc(Cl)cc2)csc1=Nc1cccc(C(F)(F)F)c1	-0.5	3	-8	-0.1
COc1ccc(-c2noc(NCc3ccc(Cl)cc3)n2)cc1	-0.4	-7	8	0.5
Cc1cccc(C(=O)NNc2cc(=O)n(C)c(=O)n2C)c1	-0.8	12	0	0.8
COc1cccc(C(NC(=O)c2ccncc2)c2nccn2C)c1OC (stereo unspecified)	2.2	0	-3	0.0

(more compounds)
SMILES	GPR151 ag	TEAD-YAP inh	MITF primary	FBW7 activator
COc1cc(C(=O)OCc2ccccc2Cl)cc(OC)c1OC	2.0	-7	3	0.1
O=C1C(=O)N(c2ccccn2)C(c2cccnc2)/C1=C(\O)c1ccc([N+](=O)[O-])cc1 (stereo unspecified)	-1.9	-1	-6	0.0
CCOc1ccc(CCNC(=O)c2ccc3c(c2)NC(=O)C2CCCN32)cc1OCC (stereo unspecified)	0.0	-1	1	-0.1
Cn1ccnc1SCc1cc(=O)c(OC(=O)c2cccc(Br)c2)co1	0.6	-1	-8	0.0
O=C(Cn1cc(/C=N/N2C(=O)c3ccccc3C2=O)c2ccccc21)Nc1ccc(F)cc1	5.6*	9	3	0.0
O=C(c1noc2c1CCCC2)N1CCN(c2ccc(N3CCOCC3)nn2)CC1	0.3	-11	0	0.0
COc1nn(C)cc1C(=O)Nc1nc(-c2cc3ccccc3o2)cs1	-0.6	-41	12	0.2
CCn1c(SCC(=O)Nc2ccc(Br)cc2)nc(O)cc1=O	-0.4	-1	7	-0.1
Cc1nc(N2CCCCC2)c2c(C)c(C(=O)Nc3ccc(C)c(F)c3)sc2n1	-1.3	-5	3	-0.1
CCC(C)C(=O)NCc1nnc2n1CCN(C/C=C/C(C)C)CC2 (stereo unspecified)	1.5	3	2	0.1
CCOC(=O)c1sc2ncn(Cc3csc(-c4ccc(Cl)cc4)n3)c(=O)c2c1C	-0.9	12	16	0.1
O=c1oc2ccc3ccccc3c2cc1-c1nnc(-c2ccncc2)o1	-0.7	5	3	0.0
COc1ccccc1NC(=O)c1c(NCc2ccccn2)sc2c1CCC(C)C2 (stereo unspecified)	0.8	8	3	-0.2
O=C(Nc1nnc(SCC(=O)N2CCCC2)s1)C1CCC1	0.1	-1	-3	0.1
O=C(O)c1nccnc1C(=O)Nc1ccc(F)c([N+](=O)[O-])c1	-0.5	-2	-3	-0.1
CCn1c(C)[n+](CC(O)COCC2CC=CCC2)c2ccccc21 (stereo unspecified)	1.0	0	-2	0.0
COc1ccc(C2C(C(=O)N3CCCCCC3)c3ccccc3C(=O)N2C)cc1 (stereo unspecified)	0.2	5	6	0.1
Cc1ccc(NC(=O)CSCc2nc3ccccc3[nH]2)cc1	0.7	0	19	0.1
CC1CCN(C(=O)CN(c2ccccc2)S(=O)(=O)c2ccc(Cl)cc2)CC1	3.4	-11	5	0.0
O=C(O)CCC(CNS(=O)(=O)c1ccc(F)cc1)C(F)(F)F (stereo unspecified)	-1.3	2	5	0.0
CCOC(=O)C1=C(C)NC2=C(C(=O)CC(C)(C)C2)C1c1ccsc1 (stereo unspecified)	0.1&-1.4	8&17	-5&21	0.1&0.6
Cc1sc2nc(C3CCCN(C(=O)Cc4cccc(F)c4)C3)[nH]c(=O)c2c1C (stereo unspecified)	-0.8	-5	0	-0.1
COc1cccc(CC(C)C(N)=O)c1 (stereo unspecified)	1.1	1	-2	0.1
Cc1ccc(C2(C)NC(=O)N(CCOc3ccccc3C)C2=O)cc1 (stereo unspecified)	-0.9	-11	-3	-0.1
COC(=O)c1c(NC(=O)c2ccc([N+](=O)[O-])cc2Cl)sc2c1CCCC2	-1.1	5	-5	0.1
Cc1nc(N2CCN(C(=O)c3ccccc3)CC2)c2c3c(sc2n1)CC(C)CC3 (stereo unspecified)	-1.3	3	16	0.0
O=C(Nc1ncnc2oc(-c3ccccc3)c(-c3ccccc3)c12)c1ccc(F)cc1	1.0	-4	10	0.1
COC(=O)CCCNc1nc(CN2CCN(C(C)C)CC2)nc2ccccc12	1.7	8	2	-0.3
S=c1[nH]nc(-c2cccnc2)n1-c1ccccc1	-1.9	-10	-13	0.1
CCN(CC)C(=O)Cc1cc(OC)c(OC)cc1Br	-0.3	-5	1	-0.1
Cc1ccc(CN(C)Cc2nc(COc3ccccc3)no2)o1	1.4	-12	-2	-0.1
CCOC(=O)Cn1c(=O)c2c(nc3n(-c4ccccc4)c(C)c(C)n23)n(C)c1=O	0.1	9	-2	0.1
Cc1cncc2cccc(N3CCN(C(=O)C(O)c4ccc(Cl)cc4)CC3)c12 (stereo unspecified)	1.1	7	5	-0.3
CC(=O)c1ccc(NC(=O)COC(=O)Cc2ccsc2)cc1	0.1	-2	26	0.2
c1ccc(CNC2CCCc3c2[nH]c2ccc(-c4ccccc4)cc32)cc1 (stereo unspecified)	0.9	-9	8	-0.4
CCCSc1ncnc2c1cnn2-c1ccc(F)cc1	0.2	-18	13	0.9
Cc1cc(C)nc(SCc2cc(=O)c(OC(=O)CC(c3ccccc3)c3ccccc3)co2)n1	0.4	9	-1	-0.2
CCCNC(=O)c1c(NC(=O)c2ccccc2Cl)sc2c1CCC(C)C2 (stereo unspecified)	0.7	-12	17	0.4

In the list so far, 14 contain fluorine.
SMILES	GPR151 ag	TEAD-YAP inh	MITF primary	FBW7 activator
Cc1ccc(NC(=O)C(=O)NCCN2CCN(Cc3ccccc3F)CC2)cc1Cl	-0.8	-3	5	-0.1
O=C(Nc1cc(Oc2ccc(Br)cc2)cc([N+](=O)[O-])c1)c1cc2nc3c(c(C(F)(F)F)n2n1)CCc1ccccc1-3	2.0	-1	-1	0.0
Cc1cnc(Nc2ccc(C(F)(F)F)cc2)nc1Nc1ccc(N2CCOCC2)cc1	1.8	49*	15	-0.1
CC(C)Oc1ccc(CN2CCN(Cc3ccc(F)cc3)C(CCO)C2)cc1 (stereo unspecified)	-0.3	1	-9	0.1
CS(=O)c1cnc(-c2ccc(O)cc2)nc1-c1ccc(C(F)(F)F)cc1 (stereo unspecified)	-0.9	-10	13	-0.2
Cc1c(NC(=O)Nc2cccc(C(F)(F)F)c2)c(=O)n(-c2ccccc2)n1C	0.1	-5	-5	0.0
CC(C)Cn1c(-c2ccc(Cl)cc2)csc1=Nc1cccc(C(F)(F)F)c1	-0.5	3	-8	-0.1
O=C(Cn1cc(/C=N/N2C(=O)c3ccccc3C2=O)c2ccccc21)Nc1ccc(F)cc1	5.6*	9	3	0.0
Cc1nc(N2CCCCC2)c2c(C)c(C(=O)Nc3ccc(C)c(F)c3)sc2n1	-1.3	-5	3	-0.1
O=C(O)c1nccnc1C(=O)Nc1ccc(F)c([N+](=O)[O-])c1	-0.5	-2	-3	-0.1
O=C(O)CCC(CNS(=O)(=O)c1ccc(F)cc1)C(F)(F)F (stereo unspecified)	-1.3	2	5	0.0
Cc1sc2nc(C3CCCN(C(=O)Cc4cccc(F)c4)C3)[nH]c(=O)c2c1C (stereo unspecified)	-0.8	-5	0	-0.1
O=C(Nc1ncnc2oc(-c3ccccc3)c(-c3ccccc3)c12)c1ccc(F)cc1	1.0	-4	10	0.1
CCCSc1ncnc2c1cnn2-c1ccc(F)cc1	0.2	-18	13	0.9
